# Bioassay records (PubChem BioAssay)
# D1 antag – antagonists of human D1 dopamine receptor | 3.2% of 360,000 active | P21728 | AID 504652 | HEK293 TREx D1 cells, calcium flux, dopamine EC80; hits give low values | activity change, negative = inhibition, % at 10 µM; in the data active = activity change below about -30%; note: % is set by controls: 0 for no effect and ±100 for the full control effect
# Target sequence (P21728 whole entry, looked up): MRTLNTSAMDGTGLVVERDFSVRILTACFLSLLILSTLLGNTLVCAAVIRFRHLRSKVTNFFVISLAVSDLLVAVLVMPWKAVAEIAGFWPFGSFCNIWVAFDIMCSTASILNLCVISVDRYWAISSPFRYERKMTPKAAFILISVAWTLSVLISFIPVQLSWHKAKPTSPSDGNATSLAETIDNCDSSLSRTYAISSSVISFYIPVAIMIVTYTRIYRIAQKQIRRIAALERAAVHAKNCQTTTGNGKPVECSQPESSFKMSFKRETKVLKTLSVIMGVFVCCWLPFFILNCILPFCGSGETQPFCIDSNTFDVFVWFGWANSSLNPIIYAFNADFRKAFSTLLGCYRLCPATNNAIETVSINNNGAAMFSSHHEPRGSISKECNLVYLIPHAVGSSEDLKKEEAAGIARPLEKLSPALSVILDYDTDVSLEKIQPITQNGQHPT
#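 HEK293 T-REx cells expressing inducible, force-coupled D1 receptor; no-wash Ca dye, 30–90 min RT. Cmpd → 180 s read at 1 Hz → EC80 DA → 180 s read.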
# D2 PAM – positive allosteric modulators of human D2 dopamine receptor; P14416; HEK293 T-REx D2, calcium flux, EC20 dopamine potentiation; potentiation, % at 10 µM; 0.34% of 340,000 active;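 active = potentiation over 3 SD above the plate norm, cut at about 30% in these data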; note: 0% is about no effect
#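 Calcium flux readout, no-wash dye, 1 read/s. Inducible HEK293 Trex D2 line, overnight 30 C. Compound alone 180 s (agonist flags), then EC20 dopamine, another 180 s to score potentiation.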
# TRHR enhancer – allosteric enhancers of human TRH receptor; P34981; TRHR cells, fluo-8 calcium fluorescence, EC20 TRH enhancement; enhancement, % at 2 µM; 0.66% of 360,000 active; in the data active = enhancement above about 30%; note: 0% is about no effect
# Target sequence (P34981 whole entry, looked up): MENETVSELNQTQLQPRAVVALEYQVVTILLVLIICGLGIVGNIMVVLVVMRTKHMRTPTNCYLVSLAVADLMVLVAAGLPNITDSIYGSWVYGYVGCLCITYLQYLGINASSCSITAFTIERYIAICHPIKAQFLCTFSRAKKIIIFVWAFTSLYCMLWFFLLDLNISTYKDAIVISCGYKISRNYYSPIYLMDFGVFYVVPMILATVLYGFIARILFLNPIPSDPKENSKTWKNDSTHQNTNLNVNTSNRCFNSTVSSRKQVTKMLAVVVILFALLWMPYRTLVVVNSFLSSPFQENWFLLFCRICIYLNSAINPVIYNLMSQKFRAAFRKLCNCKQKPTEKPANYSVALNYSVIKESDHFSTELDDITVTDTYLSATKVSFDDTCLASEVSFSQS
#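 TRHR-expressing cells loaded with fluo-8 calcium dye were read kinetically (ex 480/em 530) during compound addition, then stimulated with an EC20 of TRH (10 nM final). Enhancement of the Gq-mediated intracellular calcium response was scored.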
# D2 antag – D2 dopamine receptor (human) antagonism; P14416; 2% of 340,000 active; inhibition, % at 10 µM; HEK293 TREx D2 cells, calcium flux, dopamine EC80; in the data active = inhibition above about 30%; note: 0% is about no effect
#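 Calcium flux kinetic readout in an inducible HEK293 TREx D2 line plated overnight at 30 C. After 180 s compound exposure, an EC80 dopamine challenge follows with another 180 s kinetic read to detect antagonism.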
# D2 agonist – agonists of human D2 dopamine receptor | P14416 | HEK293 T-REx D2 cells, calcium flux agonist mode | activation, % at 2 µM | 0.53% of 340,000 active;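 active = activation over 3 SD above normal in the single-dose calcium agonist read, cut at about 30% in these data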; note: 0% is about no effect
#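 In this primary screen, compounds producing a positive calcium signal within 180 s of addition to tetracycline-induced, force-coupled HEK293 Trex D2 cells are flagged; cells are dye-loaded with a no-wash calcium kit beforehand.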
# TRHR ag – agonists of human TRH receptor. P34981. TRHR cells, calcium flux fluo-8, FDSS agonist mode. activation, % at 2 µM. 0.18% of 360,000 active; note: 0% is about no effect
#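 In this calcium-flux screen, cells bearing human TRHR are dye-loaded with fluo-8, baselined for 10 cycles, then exposed to library compounds; positive kinetic calcium responses during the agonist phase mark hits, with TRH as control.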
# RXFP1 antagonist – blocks the human relaxin receptor RXFP1; AID 1259400; 0.59% of 350,000 active; activity change, negative = inhibition, % at 57.5 µM; HEK293-RXFP1, relaxin-stimulated cAMP HTRF, 30 min; hits give low values;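 active = activity change of -60% or lower, but not beyond a set lower limit; inconclusive = change between -60% and -40%, or beyond the set limit; inactive = change above -40%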; note: % is set by controls: 0 for no effect and ±100 for the full control effect
# D1 potentiator – potentiators of human D1 dopamine receptor; P21728; HEK293 TREx D1 cells, calcium flux, dopamine EC20 potentiation; potentiation, % at 10 µM; 0.036% of 360,000 active; AID 504651; in the data active = potentiation above about 30%; note: 0% is about no effect
# D1 agonist – human D1 receptor agonism | P21728 | HEK293 T-REx D1 cells, calcium flux, agonist mode | activation, % at 2 µM | 1% of 360,000 active; note: 0% is about no effect
#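 Tetracycline-induced HEK293 TREx D1 cells, force-coupled to calcium signalling, were dye-loaded with a no-wash calcium kit. Compound was pin-added after a 10 s baseline. Fluorescence was read kinetically at 1 cycle/s for 180 s, with calcium rises flagged as agonism.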
# An asterisk follows results filed as active; ? = inconclusive; nt = no result given; & = joins results of further samples. Cut-off read from the data, not from the text of the source, unless noted: active = activation above about 30%; inactive = the rest.
SMILES	D1 antag	D2 PAM	TRHR enhancer	D2 antag	D2 agonist	TRHR ag	RXFP1 antagonist	D1 potentiator	D1 agonist
CCCCCn1c(SCCCC)nc2c1c(=O)[nH]c(=O)n2C	-3	5	-16	-2	-1.8	-1.3	8	-4	2
CCC(=O)N1CCNC(=O)C1CC(=O)Nc1ccc(C)c(Cl)c1 (stereo not drawn)	0	-13	-2	-10	0.2	-0.1	-1	-3	1
CCOC(=O)NC(NC(=O)OCC)C(=O)c1ccccc1	-8	nt	-3	nt	nt	0.2	-13	2	2
COc1ccc(OC)c(S(=O)(=O)N2CCCC(C(=O)NCc3ccccn3)C2)c1 (stereo not drawn)	1	-12	-1	12	0.5	-0.1	-5	-3	0
CC(=O)CC(=O)NC(=NC1CCCCC1)Nc1nc(C)cc(C)n1	2	-3	-5	-11	-1.1	0.4	-12	-4	0
NC(=O)CSc1nnc2n(-c3ccccc3)c(=O)c3c4c(sc3n12)CCCCC4	-1	-2	3	-7	0.5	0.4	-12	-5	1
Cc1c(C(=O)N2CCCc3ccccc32)oc2ccccc12	-11	-1	-4	-3	-0.3	-0.5	-18	-14	2
CC(C)CC(=O)NC1(C(F)(F)F)C(=O)Nc2c1c(=O)[nH]c(=O)n2Cc1ccco1 (stereo not drawn)	-5	-3	14	-1	0.3	0.5	5	-7	3
CC(CNC(=O)c1cncc(O)c1)NC(=O)c1cncc(O)c1 (stereo not drawn)	8	1	13	7	0.5	-0.2	-17	9	2
CCCCn1cc(S(=O)(=O)c2ccccc2)c(=O)c2cc(C)ccc21	0	-1	-4	2	0.5	-0.7	10	-4	0
Fc1ccc(/C=N/NC(=S)Nc2cccnc2)cc1	1	-23	-8	1	1.6	0.6	2	-1	5
COCc1cc(C)nc(OCC(=O)N/N=C/c2ccc(-c3cc([N+](=O)[O-])ccc3C)o2)c1C#N	-18	2	15	-11	0.1	0.8	11	1	0
COc1ccc(-c2c(NC(=O)c3ccco3)n(C)c3ccccc3c2=O)cc1	-12	7	-7	-25	0.8	-0.2	6	6	-1
CCOc1ccc(OC(=O)NC(c2ccccc2)C(Cl)(Cl)Cl)cc1 (stereo not drawn)	1	6	-3	8	-0.2	0.3	-15	-5	2
Cn1nnnc1SCc1nc2scc(-c3ccc(Cl)cc3)c2c(=O)[nH]1	-13	-7	-2	6	0.6	3.0	4	-10	12
CC1CCN(S(=O)(=O)c2ccc3c(c2)oc(=O)n3CC(=O)NCc2ccc(F)cc2)CC1	-57*	-5	0	nt	24	7.2	?	1	87*
COc1ccc(OC)c(C(=O)COC(=O)c2cc(C)oc2C)c1	6	-1	-3	0	0.4	0.6	-1	2	0
COc1cccc(CNC(=O)CCNC(=O)C2CCN(S(=O)(=O)c3ccccc3)CC2)c1	2	-5	-5	-13	-0.9	0.2	-11	-6	2
O=C(NC12CC3CC(CC(C3)C1)C2)N1CCN(S(=O)(=O)c2ccc(Cl)cc2)CC1	-4	-4	-6	-8	-0.1	-0.2	3	-4	1
CCc1ccccc1NC(=O)CCCN1C(=O)c2cccnc2C1=O	3	-16	9	-14	41*	-0.2	1	-8	3
COc1cccc(C(=O)Nc2cc(=O)n(C)c(=O)n2C)c1OC	-14	2	-3	0	0.9	0.3	nt	-1	3
COc1cc(C2C(C#N)=C(N)Oc3n[nH]c(-c4cccnc4)c32)cc(Br)c1O (stereo not drawn)	1	-2	7	-9	-3.3	0.3	-8	-7	3
O=C(N/N=C/c1cc2cc3c(cc2nc1Cl)OCO3)c1ccncc1	2	2	-4	-1	0.0	-0.7	-5	-3	0
Cc1ccc(NC(=O)CN2C(=O)c3cccnc3Oc3ccc(Cl)cc32)cc1	-7	-6	6	nt	-1.2	0.4	-20	1	4
CCCn1c2ccccc2c2cnn(CC(=O)NC(C)CC)c(=O)c21 (stereo not drawn)	16&-20	10&-2	-6&-11	7	0.2&0.5	-0.9&-0.3	2&11	-3&2	2&-2
CCOc1cccc2cc(-c3nc4ccc(C(=O)O)cc4[nH]3)c(=O)oc12	-12	-6	4	nt	0.1	0.5	-12	-7	2
Cc1ccc(C)c(NC(=O)CN2C(=O)CC(C)S(=O)(=O)c3ccccc32)c1 (stereo not drawn)	-20	-11	-12	0	0.1	-0.1	-3	-9	2
CCn1ncc(N(C)N)c(Cl)c1=O	-13	2	3	4	1.6	0.3	6	4	1
O=C(CSc1nnc(-c2ccc(F)cc2)c2ccccc12)Nc1ccccc1	-17	-10	-14	-4	-0.5	0.0	-5	-4	2
CCSc1cc(N2CCCC2)nc(-c2ccccc2Cl)n1	19	-3	16	-3	-0.8	0.0	-3	-9	0

# Compound profiles, as listed above. Screens in order: D1 antag	D2 PAM	TRHR enhancer	D2 antag	D2 agonist	TRHR ag	RXFP1 antagonist	D1 potentiator	D1 agonist
# Profile of `CC1CCN(S(=O)(=O)c2ccc3c(c2)oc(=O)n3CC(=O)NCc2ccc(F)cc2)CC1` : -57*	-5	0	nt	24	7.2	?	1	87*
# Profile of `COc1cc(C2C(C#N)=C(N)Oc3n[nH]c(-c4cccnc4)c32)cc(Br)c1O` (stereo not drawn) : 1	-2	7	-9	-3.3	0.3	-8	-7	3
# Profile of `O=C(N/N=C/c1cc2cc3c(cc2nc1Cl)OCO3)c1ccncc1` : 2	2	-4	-1	0.0	-0.7	-5	-3	0
# Profile of `CCOc1cccc2cc(-c3nc4ccc(C(=O)O)cc4[nH]3)c(=O)oc12` : -12	-6	4	nt	0.1	0.5	-12	-7	2
# Profile of `CC(C)CC(=O)NC1(C(F)(F)F)C(=O)Nc2c1c(=O)[nH]c(=O)n2Cc1ccco1` (stereo not drawn) : -5	-3	14	-1	0.3	0.5	5	-7	3

# The results go on.
SMILES	D1 antag	D2 PAM	TRHR enhancer	D2 antag	D2 agonist	TRHR ag	RXFP1 antagonist	D1 potentiator	D1 agonist
O=C(O)c1ccccc1C(=O)c1ccc(Cl)cc1	-12	1	10	20	0.2	0.7	9	4	2
O=C(CCNc1ccc(Cc2ccncc2)cc1)c1ccc([N+](=O)[O-])cc1	-20	nt	-5	nt	nt	1.0	-13	-1	3
Cc1ccc(C)c(C(=O)CN2C(=O)C(=O)N(C3CCCC3)C2=O)c1	-5	1	-2	-31	0.9	-0.1	0	2	3
O=C(CCNc1n[nH]c(=O)[nH]c1=O)N/N=C\c1cccc(OCc2ccccc2)c1	5	0	1	-1	2.9	-0.4	-12	7	3
O=C(CSc1nnc(SCc2ccccc2)s1)NNC(=S)Nc1ccccc1	10	1	3	1	-0.5	0.0	-14	-2	3
COCc1c(C(=O)OCc2c(C)noc2C)oc2ccccc12	-1	23	0	1	-0.6	-0.9	6	7	9
COc1ccc(NS(=O)(=O)c2ccc(NS(=O)(=O)c3ccc4c(c3)OCCO4)cc2)cc1	3	12	6	nt	2.3	-0.6	nt	2	2
CCOc1ccc(N(CC)C(=O)c2noc3c2COc2ccc(C)cc2-3)cc1	-12	5	-7	nt	0.1	0.5	nt	-4	1
Cc1nn(C(=O)c2ccc(Cl)cc2)c(C)c1Sc1ccc(Cl)cc1	4	-3	14	nt	-0.7	-1.0	-25	0	3
COc1ccc(CNC(=O)c2ccc(S(=O)(=O)N3CCCC3)cc2)cc1OC	-13	7	2	-1	-1.1	0.4	2	2	3
C/C(CC(=O)Nc1ccccn1)=N\NC(=O)C(=O)Nc1ccccc1C	6	6	5	-32	0.0	-0.3	-1	1	0
COc1cc2c(cc1OC)CN(C(=O)CC1CC3CCC1C3)CC2 (stereo not drawn)	-11	-5	-4	-1	0.9	-0.1	-9	-4	2
COc1cccc(CNC(=O)C(Cc2ccccc2)n2cccc2)c1 (stereo not drawn)	-19	23	6	6	-2.1	-1.2	0	-4	21
O=C(Cn1ncc2c(=O)oc3ccccc3c21)N1CCCN(Cc2ccccc2F)C1	4	10	-4	-10	1.2	0.1	-8	2	2
CCN1CCN(c2ncnc3c2cnn3-c2ccccc2)CC1	2	-1	24	-14	1.8	0.8	nt	nt	5
CN(C)c1ccc(-c2nc3cc(N)ccc3o2)cc1	6	5	12	4	0.3	-0.4	19	-4	3
C=CCn1c(O)c(N=NC(=O)CNC(=O)c2ccncc2)c2ccccc21	2	6	3	-18	-0.3	-0.7	-15	-3	2
Cc1c(-c2ccc(F)cc2)nc(N)c(C#N)c1-c1ccco1	-33*	1	-3	-8	-0.1	0.2	-5	2	2
O=C1C=C(c2cccc(OCc3ccccc3)c2)C[C@@H](c2ccc3c(c2)OCO3)C1	nt	-9	-6	-4	-0.1	0.4	nt	4	5
Cc1ccc(-n2nc(C)c(C3C(C#N)=C(N)OC4=C3C(=O)CC(C)(C)C4)c2Cl)cc1 (stereo not drawn)	2	-14	-10	20	-1.0	-0.7	nt	-3	1
COc1ccc(C2=NNC(c3cc(Cl)cc4c3OCOC4)C2)c(O)c1 (stereo not drawn)	-8	8	-3	-16	0.7	-0.5	nt	-2	23
COc1ccccc1CNC(=O)CCn1c(=O)c2ccccc2n(CC(=O)Nc2ccc(C)cc2)c1=O	-3	-8	17	nt	0.0	-1.4	nt	1	0

# 2 compounds drawn at random from the list so far:
SMILES	D1 antag	D2 PAM	TRHR enhancer	D2 antag	D2 agonist	TRHR ag	RXFP1 antagonist	D1 potentiator	D1 agonist
O=C(CSc1nnc(SCc2ccccc2)s1)NNC(=S)Nc1ccccc1	10	1	3	1	-0.5	0.0	-14	-2	3
COc1cc2c(cc1OC)CN(C(=O)CC1CC3CCC1C3)CC2 (stereo not drawn)	-11	-5	-4	-1	0.9	-0.1	-9	-4	2
